T cell HTS: modulates CD8 T cell binding to vesicles. 2C CD8+ T cell-vesicle binding, flow cytometry; stronger effect = lower value. calls only at 7 µM. 330,000 compounds, 0.068% hits. AID 2052;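 active means response, share of CD8 T cells binding vesicles, and their 90th percentile fluorescence all below set limits, cut at about 80% in these data, passing the limit was not always enough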
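Test system: purified 2C TCR transgenic mouse naive CD8+ T cells. Probe or stimulus: QL9-peptide-loaded Drosophila micro-vesicles bearing Ld, ICAM-1 and B7-1. Incubation: binding step 1.5 h, 37 °C, antibody labelling 20 min, ice. Measured by: flow cytometry of vesicle-bound cells.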
PhoP inhibition: inhibitors of PhoP regulon expression, primary screen, Salmonella Typhimurium, GFP reporter (AID 1863). S. Typhimurium PhoP-regulated promoter GFP reporter, 4 h; higher % means a stronger effect. one-dose inhibition, % at 50 µM; IC50 in µM for titrated hits. 300,000 compounds, 0.16% hits;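 active means inhibition over 29.93%, a cutoff 3 SD above the screen mean, later confirmed by dose response; inconclusive means inhibition over 29.93% but no dose response follow-up; inactive means inhibition at most 29.93% or unconfirmed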;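 further: 0% = low Mg2+ inducing control and 100% = high Mg2+ repressing control; strong numbers were not always called active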
RSV antiviral HEp-2: RSV antiviral activity via CPE protection, HEp-2 cells, primary 10 µM value included (AID 2391) | 310,000 compounds, 0.13% hits | CPE inhibition, % at 10 µM, or IC50 in µM where a hit was titrated | HEp-2 cells, RSV-induced CPE inhibition; higher % means a stronger effect; in the data active means a potency from the dose series; inconclusive means CPE inhibition mostly from about 23% at the one dose, without a potency; inactive means the rest, 99 in 100 with CPE inhibition below about 21%; further: strong numbers were not always called active
Myeloid diff 2: promotes myeloid progenitor differentiation | ER-HoxA9 myeloid progenitors, lysozyme-GFP differentiation, flow cytometry | calls only at 10 µM | 360,000 compounds, 1% hits;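 active means normalized GFP-positive differentiation at or above the plate's own cutoff, the solvent-only control mean plus 3 SD; inconclusive means no clear call, values can overlap the other calls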;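 further: cells exposed to compound for four days before flow analysis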
West Nile antiviral: West Nile virus antiviral activity, cell-based, CPE readout (AID 1621). West Nile virus-infected cells, CPE inhibition; higher % means a stronger effect. CPE inhibition, % at 10 µM, or IC50 in µM where a hit was titrated. 290,000 compounds, 0.02% hits; in the data active means a potency from the dose series; inconclusive means CPE inhibition mostly from about 3.7% at the one dose, without a potency; inactive means the rest, 99 in 100 with CPE inhibition below about 2.2%; further: strong numbers were not always called active
Rac1 GTP hydrolysis: MgcRacGAP GTPase-activating activity inhibitors, confirmation, biochemical, ADP Hunter fluorescence | inhibition, % at 30 µM, or IC50 in µM where a hit was titrated | AID 624330 | 340,000 compounds, 0.6% hits | MgcRacGAP-stimulated Rac1 GTP hydrolysis, ADP Hunter fluorescence; higher % means a stronger effect; GST-tagged Rac1 F28L mutant substrate;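 active means first-screen hits whose inhibition reached a set limit at any dose in the follow-up dose series; inconclusive means inhibition above the set first-screen limit but never retested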;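 further: fluorescence reports GDP produced by GAP-driven GTP hydrolysis; strong numbers were not always called active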
WT yeast gro inh: growth inhibition of WT yeast, mitochondrial fusion screen; mitochondrial fusion phenotypic screen, WT strain; AID 1362; inhibition, % at 10 µM; 190,000 compounds, 2.1% hits; in the data active means inhibition above about 58%; tested in S. cerevisiae
bCat nuc transl: beta-catenin nuclear translocation modulation | HeLa beta-catenin nuclear translocation, immunofluorescence imaging | nuclear translocation activity, % at 5 µM | 190,000 compounds, 0.3% hits;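 active means nuclear translocation activity above 50% at 5 µM, with a well cell count of 50 or more; inconclusive means wells under 50 cells across six images, flagged as toxic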;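 further: per-cell ratio of nuclear to cytoplasmic median beta-catenin stain intensity; plate controls were DMSO negative control for no effect and GSK-3 inhibitor IX positive control for full effect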
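Test system: HeLa cells, endogenous beta-catenin; Compound: single 5 µM dose plus 0.02–20 µM confirmation series; Times: compound exposure 24 h at 37°C; Signal: fluorescence imaging of beta-catenin antibody stain plus DAPI; Read-out: % activation, nuclear-to-cytoplasmic median beta-catenin signal ratio per cell.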
SV40 large T antigen: SV40 large T antigen inhibitors, biochemical (AID 1903) | 310,000 compounds, 0.39% hits | inhibition, % at 20 µM; hits with a dose series show IC50 in µM | SV40 large T antigen ATPase/helicase inhibition assay; higher % means a stronger effect; in the data active means a potency from the dose series; inconclusive means inhibition mostly from about 32% at the one dose, without a potency; inactive means the rest, 99 in 100 with inhibition below about 32%; further: strong numbers were not always called active
WT yeast gro inh mutant strain: second read-out of WT yeast gro inh, no call of its own (marks repeat the call); inhibition, %; mitochondrial fusion phenotypic screen, mutant strain inhibition
bCat nuc transl cell count 5 µM: second read-out of bCat nuc transl, no call of its own (marks repeat the call); cell count; measured here: cell count, cytotoxicity flag
T cell HTS vesicle-bound %: further read-out of T cell HTS, marked with its call; double positive events, %; measured here: CD8+ vesicle-bound cell fraction;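 binding gate set so that unloaded-vesicle control wells show 10% double positive cells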
Myeloid diff 2 GFP+ MAC1+ %: also measured in Myeloid diff 2; calls as there; GFP+ MAC1+ double positive, %; measured here: differentiation confirmed by MAC1 staining
* hit, by the source's call; i = inactive; ? = inconclusive; . = not tested or not shown; + = active, no number.

SMILES	T cell HTS	T cell HTS vesicle-bound %	PhoP inhibition	RSV antiviral HEp-2	Myeloid diff 2	Myeloid diff 2 GFP+ MAC1+ %	West Nile antiviral	Rac1 GTP hydrolysis	WT yeast gro inh	WT yeast gro inh mutant strain	bCat nuc transl	bCat nuc transl cell count 5 µM	SV40 large T antigen
COc1cccc(CN2CCN(S(=O)(=O)c3ccc(Cl)s3)CC2)c1	+	.	3.6%	-0.1%	i	0.7	-0.9%	-2.0%	.	.	.	.	-6.4%
O=C(Oc1oc(-c2ccco2)nc1C=Nc1ccccc1)c1ccco1	i	34.9	-4.5%	0.4%	i	0.0	.	9.4%	6.1	9.2	-0.9	999	15.3%
COc1ccccc1C(=O)N1CCN(c2cccc(C(F)(F)F)c2)CC1	i	50.5	-5.2%	-0.7%	?	.	.	-0.1%	20.9	24.4	87.8*	329*	5.8%
O=C(NCc1ccccn1)C(C(=O)c1cccc([N+](=O)[O-])c1)n1cc(Cl)ccc1=O (centres undefined)	i	48.9	-3.5%	1.4%	i	0.2	0.1%	6.0%	-7.4	-14.6	1.4	972	-1.9%
CCC(CC)N1CCN(C(=O)c2cc(OC)c(OC)c(OC)c2)CC1	i	51.1	3.9%	1.1%	i	1.4	-0.2%	13.0%	.	.	.	.	6.8%
Cc1ccc(SCC(=O)OCC(=O)NC2(C#N)CCCCC2)cc1	i	6.0	-9.1%	1.5%	i	0.5	0.0%	2.2%	.	.	.	.	10.8%
CN1CCCN(C(=O)c2ccc(Cl)c(S(=O)(=O)N(C)c3ccccc3)c2)CC1	i	13.4	-6.0%	0.7%	i	1.8	0.1%	5.3%	4.7	8.2	-7.1	1011	10.7%
O=C1/C(=C/c2cccs2)N=C(c2cccs2)N1Nc1ccccc1	i	19.6	-5.3%	1.4%	i	0.5	0.5%	9.0%	16.0	16.8	-1.8	1192	5.3%
COc1ccccc1NS(=O)(=O)c1cccc(C(=O)NN)c1	i	29.0	-3.0%	0.7%	i	1.6	0.1%	9.7%	9.4	-4.5	0.8	1344	2.6%
CC(/C=N/NC(=O)c1cc(C2CC2)[nH]n1)=C\c1ccccc1	i	42.0	1.1%	4.8%	i	0.5	0.0%	10.1%	.	.	3.0	1375	12.3%
COc1cccc(C(=O)NC2=NCCS2)c1	i	32.5	15.8%	0.6%	i	1.1	0.1%	5.8%	11.4	7.0	-2.0	536	-5.3%
Cc1nc2nc(SCC(=O)NCCCN3CCCC3)nn2c(C)c1Cc1ccccc1Cl	i	26.2	-2.2%	0.7%	i	1.2	0.1%	4.2%	.	.	.	.	10.2%
C=CCOc1ccc(/C=C/C(=O)OCC(=O)NCc2ccco2)cc1	i	30.9	-6.3%	-0.9%	i	0.5	.	0.9%	.	.	.	.	5.8%
COc1ccc2ccccc2c1CN1CCN(C(=O)c2ccco2)CC1	i	29.1	-3.9%	1.4%	i	0.9	-0.5%	5.9%	.	.	.	.	8.4%
Cc1ccsc1C(=O)NCCC(c1ccccc1)c1ccccc1	i	56.4	-0.9%	10.6%	i	0.4	-1.2%	12.6%	67.1*	45.2*	-0.5	1094	13.9%
CCN(c1ccccc1)S(=O)(=O)c1ccc(Cl)c(NC(=O)COC(=O)c2cc(O)c3ccccc3c2O)c1	i	61.1	-6.0%	1.5%	.	.	0.0%	.	.	.	-0.7	1354	45.9%
COc1c(Cl)cc(-c2noc(C)c2C(=O)NCc2ccc3c(c2)OCO3)cc1Cl	i	33.2	7.7%	-0.3%	i	4.4	.	3.0%	18.2	5.0	-1.0	579	7.4%
CCCCCCCC(=O)N1c2ccccc2NC(=O)C1CC(=O)Nc1ccc(C(=O)O)cc1 (centres undefined)	i	43.1	-5.3%	-0.4%	i	0.4	0.0%	9.5%	.	.	1.2	1315	10.8%
CC(=O)Nc1ccc(NC(=O)COc2ccc(Br)cc2C)cc1	i	38.0	14.2%	2.2%	i	0.3	0.0%	6.4%	-11.8	-0.4	-3.3	569	3.6%
CCOC(=O)c1cccc(NC(=O)CSc2nnc(C)n2Cc2ccccc2)c1	i	5.1	-0.9%	0.8%	i	6.7	0.1%	8.2%	14.7	7.4	-3.6	1038	-1.5%
O=Nc1c(O)n(Cc2cccc(C(F)(F)F)c2)c2ccccc12	i	40.3	-1.4%	?	i	0.5	0.1%	13.8%	19.2	18.2	2.2	1418	7.2%
O=C(COC(=O)CCOc1ccccc1)NCc1ccco1	i	50.0	16.1%	5.8%	i	0.9	.	10.4%	0.7	-8.5	-2.4	1166	-0.6%
CC1CCC2(CC1)NC(=S)N(C(C)(C)C)N2 (centres undefined)	i	53.3	-2.0%	0.3%	i	0.2	0.3%	.	.	.	0.0	1379	5.1%
CCn1c(C)nc2cc(C(N)=O)ccc21	i	59.9	12.0%	0.2%	i	1.6	0.1%	3.1%	.	.	-0.8	1361	-3.6%
Cc1ccc(CNC(=O)CCS(=O)(=O)c2ccc3c(c2)NC(=O)C(C)S3)cc1 (centres undefined)	i	16.4	-2.4%	6.5%	?	.	-0.1%	1.1%	.	.	.	.	16.1%
COCCCN1CN(S(=O)(=O)c2ccc(Cl)cc2)c2nc3ccccc3nc21	i	45.7	-7.8%	2.0%	i	0.6	0.3%	15.4%	0.4	4.1	-2.2	933	8.9%
CCOc1c(Br)cc(/C=C2\N=C(C)OC2=O)cc1Br	i	23.4	13.7%	2.0%	i	0.5	-0.5%	.	.	.	.	.	4.5%
CC(C)(C)NCC(O)(c1ccc(Cl)cc1)c1ccc(Cl)cc1	i	51.4	3.7%	-0.9%	i	0.1	-1.2%	3.5%	0.3	-17.6	0.4	1190	-1.4%
CCN(CC)S(=O)(=O)c1ccc(NCCc2ccccn2)nc1	i	23.9	-4.2%	1.1%	.	.	0.6%	6.8%	.	.	.	.	8.1%
CCCCOc1ccccc1Cn1c(=O)oc2ccccc21	i	35.9	1.1%	-0.7%	i	0.8	-0.2%	15.0%	17.7	-8.0	-2.5	928	-5.9%
COc1ccccc1/C=C(\NC(=O)c1ccc(OC)c(OC)c1)C(=O)Nc1cccc([N+](=O)[O-])c1	i	61.0	-1.9%	6.9%	i	0.3	-0.5%	11.1%	-4.3	-2.6	-2.5	1155	1.8%
Cc1ccc2ncnc(Nc3cccc(C(=O)O)c3)c2c1	i	57.1	-6.0%	1.1%	i	0.2	0.8%	10.1%	8.8	1.6	-1.0	1056	30.4%
CCOc1ccc(C2C(C(=O)Nc3ccccc3)=C(C)N=c3s/c(=C/c4cccc(OCC(=O)O)c4)c(=O)n32)cc1 (centres undefined)	i	57.9	-6.0%	1.8%	i	0.1	0.2%	9.4%	1.9	10.9	-0.3	1037	23.1%
Nc1c(C(=O)N/N=C/c2cccnc2)cnn1-c1ccccc1	i	9.2	5.7%	0.6%	i	0.3	-0.1%	0.1%	19.6	5.0	.	.	-12.2%
CC(C)(C)c1ccc(C(=O)Nc2cccc(S(=O)(=O)NC3=NCCC3)c2)cc1	i	43.1	.	3.6%	i	0.3	.	2.7%	.	.	.	.	.
Cc1ccc(C(=O)COC(=O)CNC(=O)C(c2ccccc2)c2ccccc2)cc1[N+](=O)[O-]	i	46.8	-3.2%	0.8%	i	0.6	0.1%	8.0%	.	.	.	.	?
O=C(c1ccc(N2CCCC2)c([N+](=O)[O-])c1)N1CCN(S(=O)(=O)c2ccc(Cl)cc2)CC1	i	15.4	-0.8%	-1.1%	i	0.4	.	1.1%	.	.	.	.	0.3%
CNc1nnc(CSc2nc(C)cc(C)n2)s1	i	15.7	-6.2%	2.1%	i	0.8	0.1%	1.5%	0.6	-21.8	.	.	0.8%
COCCN(C(=S)Nc1ccccc1C)C(C)c1cccnc1 (centres undefined)	i	36.0	3.9%	2.2%	i	0.8	-0.5%	9.0%	-16.9	11.7	-0.8	1001	4.5%
COC(=O)c1cc2ccsc2n1Cc1nc(-c2ccc(Cl)cc2)oc1C	i	45.2	2.3%	1.1%	i	2.3	-0.4%	2.2%	20.3	12.2	.	.	1.5%
O=C(CN1C(=O)NC2(CCCC2)C1=O)OCCOc1ccccc1	i	23.6	-0.1%	2.5%	i	0.7	-0.3%	9.9%	.	.	.	.	13.8%
O=C1COc2ccc(-c3csc(NCC4CCCO4)n3)cc2N1 (centres undefined)	i	47.4	-2.0%	0.4%	i	0.7	0.3%	7.1%	9.5	-3.3	0.2	1100	10.3%
CC1CCc2sc(C(=O)N/N=C/C3CCCCC3)cc2C1 (centres undefined)	i	61.4	-7.9%	1.7%	i	0.4	-1.2%	12.0%	2.9	-6.6	-2.1	550	31.3%
CCS(=O)(=O)Nc1cccc(C2=NN(S(C)(=O)=O)C(c3cccs3)C2)c1 (centres undefined)	i	33.5	-5.1%	0.2%	i	1.4	0.3%	-14.6%	.	.	.	.	5.3%
Cc1c(Cl)cccc1NC(=O)NCc1ccc(C)n1C	i	27.4	-4.8%	1.2%	i	0.6	0.1%	10.4%	.	.	.	.	4.4%
CCn1c(-c2nn(-c3ccc(C)cc3)ccc2=O)n[nH]c1=S	i	30.3	-6.9%	0.4%	i	0.5	0.0%	3.8%	-22.3	-0.6	3.3	886	9.5%
CCOc1ccc(NC(=O)CSc2nnc(-c3ccoc3C)n2CC2CCCO2)cc1 (centres undefined)	i	41.6	-5.7%	0.6%	i	1.4	-0.6%	1.3%	-26.3	-1.1	-0.2	1297	8.2%
CCOc1ccc2[nH]cc(S(=O)(=O)c3ccc(F)cc3)c(=O)c2c1	i	40.6	7.1%	0.4%	i	1.9	-0.1%	1.3%	-2.2	-5.5	.	.	15.6%
Cc1ccc2c(c1)N(CCC(=O)NCCCN1CCCC1)C(=O)CO2	i	23.7	2.1%	0.1%	i	0.1	-0.3%	3.4%	.	.	.	.	11.8%
C=CCN1CCN(c2ccncc2S(=O)(=O)N2CCCCC2)CC1	i	36.4	-4.8%	0.1%	i	0.8	-0.7%	4.3%	.	.	.	.	9.1%
CCOC(=O)c1ccc(N/C=C2/CCCC(C)C2=O)cc1 (centres undefined)	i	8.7	2.5%	3.1%	i	0.5	0.0%	0.9%	4.6	9.3	-1.2	1213	7.5%

From PubChem
